BCR signal inh: blocks chronic active B-cell receptor signaling | ABC-DLBCL IkBa-CBG/CBR reporter, luminescence ratio, 4 h | Potency, µM (titrated, usually from 46.1 µM), for inactives: top-dose ratio change, negative = lower green/red ratio, usual class: inhibitors | hit rate 0.05% among 340,000 | AID 493014; active = well fitted inhibition curve with a large enough effect in the signal ratio, with a control signal flat, not every such curve was filed as active; inconclusive = small, poorly fitted or top-dose-only effect, or effect the other way, or a change in a side signal; the % refers to the signal ratio;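 note: potency is the fitted concentration of half-maximal effect; plate controls were basal doxycycline-induced cells for no effect and cells given 10 µM MG132 for full effect; MG132 reads +100%, hits lower the ratio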
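Doxycycline induced both beetle luciferases in TMD8 lymphoma cells; IKK-driven degradation limits the IkappaBalpha-fused green signal, while red luminescence normalises for cell number and nonspecific effects. Compounds tested up to 46 uM, 4 hrs.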
hERG WT inh: KCNH2 (human, wildtype) channel inhibition; Q12809; U2OS, BacMam KCNH2, thallium flux FluxOr; hits give low values; activity change, % at 1.84 µM; hit rate 0.37% among 340,000; AID 720551;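 active = maximum activity change below -70%; inconclusive = maximum activity change between -70% and -50%; inactive = maximum activity change above -50%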; note: % is set by controls: 0 for no effect and ±100 for the full control effect
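U2OS cells were transduced with wild-type KCNH2 virus (2.03 x 10^8 / mL) for 4 h at room temperature, then cultured overnight at 37 C. Thallium flux was read with FluxOr dye. Rate constants were normalized to DMSO controls.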
USP2a block: inhibitors of human ubiquitin-specific protease USP2a; O75604; USP2 core, Ub-CHOP2 coupled fluorogenic reporter, 485/531; Potency, µM (titrated, usually from 38.3 µM), for inactives: at the highest dose activity change, negative = inhibition, hits mostly inhibitors; hit rate 0.01% among 330,000;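 note: potency is the fitted concentration of half-maximal effect; plate controls were DMSO wells for no effect and full inhibition by NEM control for full effect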
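Deubiquitinase activity read as fluorescence (485/531 nm) after Ub-CHOP2 cleavage activates the enterokinase reporter on its substrate; USP2 core 10nM, Ub-CHOP2 and substrate 25nM each, 30min compound preincubation then 60min RT; data normalized to NEM, curves fitted.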
Eya2 phos inh: blocks the phosphatase activity of human Eya2; O00167; recombinant Eya2, OMFP fluorescence dephosphorylation (OMFP is methylfluorescein phosphate); Potency, µM (top dose mostly 76.9 µM), without a hit: at the highest dose activity, negative = inhibition, usual class: inhibitors; hit rate 0.006% among 330,000; AID 488837; note: potency is the fitted concentration of half-maximal effect; % is set by controls: 0 for no effect and ±100 for the full control effect
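Eya2 protein (added as 0.2 uM solution) was preincubated with compound for 10 min at ambient temperature in 50 mM HEPES pH 7.5, 50 mM NaCl, 5 uM MgCl2, 0.05% BSA, 1 mM DTT. OMFP (added at 50 uM) then reacted 10 min; fluorescence read at 485/525 nm.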
Menin-MLL TR inh: displaces Texas Red mutant MLL peptide from human menin; Menin + Texas Red MLL mutant peptide, fluorescence polarization; Potency, µM (highest dose often 61.6 µM), without a hit: at the top dose FP activity change, negative = inhibition, most hits filed as inhibitors; hit rate 0.23% among 270,000; AID 1768; active = well fitted inhibition curve with a large enough effect in the polarisation, with a control signal flat, not every such curve was filed as active; inconclusive = small, poorly fitted or top-dose-only effect, or effect the other way, or a change in a side signal; inactive = no such curve, though single readings can be large or run the other way; the % refers to the polarisation; note: potency is the fitted concentration of half-maximal effect; % of control where 0% means no effect; many of its hits are not listed in these tables
Mito fusion yeast: blocks mitochondrial division or promotes mitochondrial fusion; S. cerevisiae fusion-defective mutant growth rescue, CellTiterGlo 48 h; hit rate 0.23% among 320,000; Potency, µM (doses to about 46.1 µM), for the others: at the top dose growth rescue (activation), hits mostly activators;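 note: potency is the fitted concentration of half-maximal effect; % of control where 0% means no effect; nearly all actives have a fitted effect of over 45% in size; temperature-sensitive fusion mutants such as fzo1-1 at 37 °C on non-fermentable ethanol glycerol medium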
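Growth-rescue viability read-out: after 48 h at the non-permissive 37C in glycerol/ethanol YPEG, yeast mitochondrial fusion mutants are measured by CellTiterGlo luminescence; compounds (23 nl pinned per well) restoring growth score as division inhibitors or fusion activators.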
PKM2 activator: PKM2 (human) enzyme activation; P14618; purified PKM2, Kinase-Glo ATP luminescence, activation; response scale: 0% is enzyme alone, no compound; Potency, µM (series often up to 57.5 µM), for inactives: at the highest dose activation, most hits filed as activators; hit rate 0.34% among 260,000; note: potency is the fitted concentration of half-maximal effect; % is set by controls: 0 for no effect and ±100 for the full control effect; nearly all actives have a fitted effect of over 55% in size
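ATP formation by purified human PK-M2, quantified via coupled luciferase luminescence after 1 h at room temperature with 0.1 mM ADP and 0.5 mM PEP final.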
GALK inh: galactokinase (human) inhibition. Purified GALK, Kinase-Glo residual ATP luminescence. hit rate 0.007% among 270,000. Potency, µM (series often up to 57.5 µM), without a hit: at the highest dose activity change, negative = inhibition, hits mostly inhibitors. AID 1868; note: potency is the fitted concentration of half-maximal effect; % is set by controls: 0 for no effect and ±100 for the full control effect
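GALK at 5 nM final was combined with compound, 35 uM ATP and 100 uM galactose in HEPES pH8.0 with MgCl2 and DTT. The reaction ran one hour at room temperature before luminescent ATP detection.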
ASM inhibitor: inhibitors of human secretory acid sphingomyelinase; Potency, µM (doses to about 57.5 µM), inactives show top-dose activity change, negative = inhibition, hits mostly inhibitors; placental ASM, HMU-PC fluorogenic substrate, 60 min; hit rate 0.006% among 340,000; note: potency is the fitted concentration of half-maximal effect
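Human placenta-derived ASM enzyme was preincubated with compound for 10 minutes at room temperature, then given fluorogenic substrate HMU-PC0 (9 uM final) for 60 minutes at 37 °C; a pH 10 stop preceded fluorescence reading at Ex 386/Em 447 nm.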
TSHR antag: blocks TSH signaling through the human TSH receptor. TSHR-expressing cells, TSH-stimulated cAMP HTRF, 2 h; hits give low values. activity change, negative = inhibition, % at 11.5 µM. P16473. hit rate 0.2% among 330,000;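 active = activity change below a set negative limit, meaning inhibition stronger than a set level, cut at about -70% in these data; inconclusive = activity change between two set negative limits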; note: % is set by controls: 0 for no effect and ±100 for the full control effect
Target sequence (P16473 whole entry, looked up): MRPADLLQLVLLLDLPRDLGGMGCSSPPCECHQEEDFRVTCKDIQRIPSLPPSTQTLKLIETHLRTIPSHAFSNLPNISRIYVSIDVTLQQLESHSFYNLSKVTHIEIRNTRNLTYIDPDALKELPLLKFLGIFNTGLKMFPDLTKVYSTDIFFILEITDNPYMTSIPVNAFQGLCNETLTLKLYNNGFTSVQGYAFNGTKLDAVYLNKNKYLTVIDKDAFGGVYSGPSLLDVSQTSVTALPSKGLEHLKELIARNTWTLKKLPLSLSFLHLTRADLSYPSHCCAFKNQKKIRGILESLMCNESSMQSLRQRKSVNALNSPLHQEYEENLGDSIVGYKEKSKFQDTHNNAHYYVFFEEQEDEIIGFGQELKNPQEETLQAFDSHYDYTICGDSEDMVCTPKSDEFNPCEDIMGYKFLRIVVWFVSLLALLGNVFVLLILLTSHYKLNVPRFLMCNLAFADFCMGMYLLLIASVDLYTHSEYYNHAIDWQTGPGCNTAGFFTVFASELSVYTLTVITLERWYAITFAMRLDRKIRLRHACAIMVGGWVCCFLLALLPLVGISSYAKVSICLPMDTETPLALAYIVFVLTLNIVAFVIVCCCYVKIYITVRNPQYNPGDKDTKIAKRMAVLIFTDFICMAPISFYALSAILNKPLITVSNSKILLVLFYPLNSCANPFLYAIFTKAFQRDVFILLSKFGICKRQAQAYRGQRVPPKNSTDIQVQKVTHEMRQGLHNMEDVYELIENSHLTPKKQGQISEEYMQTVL
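TSHR-expressing cells, 200/well, pre-treated with compound, then stimulated with EC80 TSH (4nM final) for 2 hours at 37 deg C. cAMP measured by competitive HTRF: anti-cAMP cryptate antibody in lysis buffer plus cAMP-d2, read after 30 minutes at room temperature.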
MBNL1-CUG inh: blocks human MBNL1 binding to CUG repeat RNA. Q9NR56. TR-FRET MBNL1-His/biotin-(CUG)12 binding, 665/545 ratio. Potency, µM (top dose mostly 57.5 µM), without a hit: top-dose activity change, negative = inhibition, usual class: inhibitors. hit rate 0.036% among 280,000. AID 2675; active = well fitted inhibition curve with a large enough effect in the signal ratio, with a control signal flat, not every such curve was filed as active; inconclusive = small, poorly fitted or top-dose-only effect, or effect the other way, or a change in a side signal; inactive = no such curve, though single readings can be large or run the other way; the % refers to the signal ratio; note: potency is the fitted concentration of half-maximal effect; % is set by controls: 0 for no effect and ±100 for the full control effect
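TR-FRET between His-tagged MBNL1 and biotin-(CUG)12 RNA, detected with Tb anti-His antibody (0.055 ng/ul) and streptavidin-XL665 (5 nM), 60 min at room temperature. Compounds titrated 92 nM to 58 uM; 665/545 nm ratio normalized to buffer and complex controls.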
Starred values were filed as active, the others as inactive; u = inconclusive; x = not tested or not shown; [ ] = dose if it differs, or a comment. Unless noted, calls come from the whole dose curve; as a rule, active = well fitted curve in the direction sought with a large enough effect; inconclusive = small, poorly fitted or top-dose-only effect, or another doubt; inactive = no such curve, though single readings can be large; an effect the other way counts as inactive or inconclusive.

Values run as follows: MBNL1-CUG inh, PKM2 activator, Menin-MLL TR inh, hERG WT inh, BCR signal inh, Mito fusion yeast, Eya2 phos inh, TSHR antag, GALK inh, USP2a block, ASM inhibitor
1: O=C1C2C(c3ccccc3)C=CC(c3ccccc3)C2C(=O)N1c1ccncc1 (stereo unspecified)
→ -0.7%, 1.2%, u, 5.3, 10.3%, 5.3%, -5.3%, 39.2, -4.8%, 0.7%, -3.8%
2: COc1cccc(CN(C(=O)Cn2nnc(-c3ccccc3F)n2)C(C(=O)NC(C)(C)C)c2ccncc2)c1 (stereo unspecified)
→ 3.6%, -1.6%, 5.9%, 1.2, -8.7%, -0.4%, -22.9%, -8.5, 2.0%, 0.4%, 4.1%
3: Cc1ccccc1N1CC(C(=O)Nc2nnc(SCCC3OCCO3)s2)CC1=O (stereo unspecified)
→ 11.2%, -2.8%, u, 1.3, -0.4%, 1.5%, -3.7%, -9.5, 5.1%, 2.0%, x
4: CCOC(=O)c1c(NC(=O)COC(=O)Cc2ccccc2[N+](=O)[O-])sc(C(=O)N(C)C)c1C
→ x, x, x, 0.0, -4.9%, 12.8%, -24.5%, 0.6, x, 0.1%, -3.5%
5: Cc1ccc(N2CC(C(=O)Nc3cc(C)on3)CC2=O)cc1 (stereo unspecified)
→ 0.6%, 1.1%, u, 5.7, 0.1%, -2.6%, 15.1%, 19.5, 4.7%, 2.8%, 2.3%
6: O=C1c2ccccc2C(Nc2ccc(Cl)cc2)N1CCN1CCOCC1 (stereo unspecified)
→ -16.4%, 4.2%, 2.9%, 6.6, 12.2%, 1.1%, -0.4%, 17.2, 4.5%, -1.9%, -3.3%
7: COc1ccc(S(=O)(=O)N2CCOC23CCN(S(=O)(=O)c2c(C)cc(C)cc2C)CC3)cc1
→ x, x, x, -1.6, 1.8%, 23.4%, 9.2%, 32.3, x, 1.2%, -6.9%
8: Cc1c(CN2CCCC(C(=O)c3cccc(Cl)c3)C2)c(=O)n(-c2ccccc2)n1C (stereo unspecified)
→ 0.6%, -0.2%, -13.7%, 2.9, -0.9%, 4.5%, 1.5%, 5.4, 1.5%, 0.5%, 4.8%
9: CCCC(=O)Nc1ccc(Sc2ccc([N+](=O)[O-])cc2)cc1
→ u, 1.2%, u, -14.2, -18.3%, 20.3%, -20.9%, -24.2, -2.9%, -1.9%, -19.1%
10: COc1ccccc1-c1nnc(NC(=O)c2ccc(S(=O)(=O)N(C)CC3CCCO3)cc2)o1 (stereo unspecified)
→ 5.0%, -1.2%, u, -7.3, u, 2.8%, 4.9%, 19.9, -2.0%, -2.2%, -0.5%
11: COc1ccccc1CC(=O)Nc1ccccc1O
→ -8.9%, -4.7%, 8.7%, -1.0, 2.8%, 0.7%, 1.2%, 3.7, 0.5%, -0.7%, -0.6%
12: CCCN1CCN(CCCNC(=O)C2CCCN(c3nnc(-n4cccc4)s3)C2)CC1 (stereo unspecified)
→ -8.3%, 0.1%, 8.1%, 5.1, -3.8%, 0.9%, -8.2%, -1.9, -1.0%, 0.0%, 0.9%
13: Cn1nnc(NC(=O)CSc2nnnn2-c2ccc(F)cc2)n1
→ -7.3%, -0.1%, 1.8%, 3.7, -2.0%, 0.3%, -18.2%, -3.1, 0.4%, -1.1%, 0.9%
14: CC(=O)NC(CC(C)C)C(=O)NC(=O)NCc1ccccc1 (stereo unspecified)
→ -0.2%, 0.8%, 8.3%, -29.5, 3.3%, -1.8%, -1.4%, -0.7, 6.0%, 2.6%, -1.4%
15: CC(=O)Cn1nnc2sc3c(c2c1=O)CCC(C(C)(C)C)C3 (stereo unspecified)
→ u, 1.1%, -0.4%, -4.9, u, 8.7%, -10.4%, -12.5, 3.1%, -1.2%, -1.0%
16: CC1CCN(C(=O)C2CC(c3ccc(F)cc3)=NO2)CC1 (stereo unspecified)
→ -6.5%, -4.7%, -6.3%, -5.2, u, -2.6%, 13.8%, -2.2, 2.8%, 0.2%, 2.8%
17: CCNc1nc(NC(C)C)nc(NC(C)(C)C)n1
→ -2.0%, -2.5%, 0.5%, 8.1, -0.8%, -5.4%, -2.1%, -1.6, 3.5%, 2.8%, -0.7%
18: CCOc1ccccc1C(=O)OCC(=O)Nc1ccc(OC(F)F)cc1
→ -1.6%, -18.7%, x, 0.0, -25.4%, -0.2%, -30.1%, -5.6, -1.6%, -0.1%, -2.7%
19: COc1ccc(-c2c(C)oc3c(CN4CCN(C)CC4)c(O)ccc3c2=O)cc1
→ -1.7%, 0.7%, -12.7%, 7.2, 2.1%, -8.3%, -8.1%, 1.2, 1.2%, 1.9%, 26.8%
20: Cc1ccccc1N1C(=O)C2ON(c3ccccc3)C(c3ccco3)C2C1=O (stereo unspecified)
→ x, 28.0%, x, -26.8, u, 2.6%, 1.9%, 1.0, -1.1%, -3.0%, -0.5%
21: CCC(=O)Nc1cc(C(=O)OC(C(=O)c2ccc(C)c(C)c2)c2ccccc2)ccc1C (stereo unspecified)
→ -5.6%, 0.6%, 29.4%, -3.1, 2.7%, 3.5%, -21.1%, 4.6, 1.8%, 0.7%, -5.3%
22: COC(=O)CCC/C=C1/SCC(NC(=O)c2ccccc2)/C1=N/O (stereo unspecified)
→ -6.9%, -2.3%, -11.1%, -6.0, u, -6.8%, 4.4%, 1.8, -3.3%, 1.7%, -3.1%
23: Cc1cc(NCCO)c2ccccc2n1
→ -7.6%, 2.3%, -2.0%, 9.8, 2.0%, -0.7%, u, 6.8, -2.1%, 0.6%, 2.5%
24: O=C(CSc1nnc(Cn2nnc3ccccc32)o1)Nc1cccc(Cl)c1
→ 9.7%, -11.0%, 3.3%, 9.4, 1.5%, -3.6%, 9.7%, 6.5, -1.2%, 1.8%, -10.0%
25: COc1ccc(OC)c(NC(=O)CSc2ccc3ccccc3c2)c1
→ -6.7%, -2.7%, 27.7%, 0.0, u, 4.4%, -11.7%, 1.2, 2.1%, -4.0%, -7.0%
26: O=C(NCCN1C(=O)S/C(=C\c2cccs2)C1=O)c1ccc(=O)[nH]c1
→ x, 4.47µM*, -23.0%, x, -0.3%, -2.8%, -1.5%, -0.8, -0.2%, 3.6%, x
27: Cc1nc2nc[nH]n2c(=O)c1NC(=O)c1cccc(OCC(C)C)c1
→ -16.4%, -1.2%, 9.6%, -180.1*, -1.2%, 0.1%, -9.0%, 3.7, -1.2%, -1.4%, -0.3%
28: CCn1c(SCC(=O)Nc2ccccc2C)nnc1-c1ccccc1O
→ -3.9%, 0.1%, -9.6%, 22.7, u, -0.6%, -12.4%, -10.4, -1.7%, 4.6%, 0.8%
29: O=C(Nc1ccc([N+](=O)[O-])cc1)C1CC12CCC2 (stereo unspecified)
→ u, -11.6%, 27.0%, -12.1, u, -3.5%, -10.9%, 10.3, 7.3%, 1.4%, 0.6%
30: CC1(C)C2CCC1(C(=O)O)c1nc3ccccc3nc12 (stereo unspecified)
→ 0.8%, 0.5%, 3.3%, 4.3, 6.5%, 0.9%[9.22 µM], -12.1%, 6.3, -0.8%, 2.1%, 4.4%
31: CO/N=C/C(=N\Nc1ccc(OC)cc1)C(=O)c1ccc(F)cc1
→ -6.6%, -12.0%, 7.8%, 8.9, -7.6%, 0.4%, u, -11.4, 3.6%, 5.1%, -17.3%
32: Cc1ccc(C(=O)ONC(=O)c2ccc(Cl)cc2)cc1[N+](=O)[O-]
→ 3.9%, x, 28.8%, 1.7, u, -1.2%, -25.7%, -38.2, 0.0%, 0.3%, 6.5%
33: Cn1c(CSc2nc3ccccc3s2)n[nH]c1=S
→ -1.1%, 1.6%, -1.8%, 0.3, u, 1.8%, -17.7%, -14.1, -0.3%, 2.5%, -2.2%
34: Cc1cccc(Nc2n[nH]c(=S)s2)c1C
→ -11.4%, -25.1%, -12.6%, -9.8, u, 7.5%, 10.3%, -2.1, -1.3%, 3.6%, -4.7%

A portion of the library, so the mix of outcomes need not match the whole.
